Source: PubChem BioAssay (Sanford-Burnham Center for Chemical Genomics)
SENP7 inh: inhibitors of human SENP7 protease | recombinant SENP7, Z-RLRGG-aminoluciferin luminescence, 40 min | AID 434973 | inhibition, % at 5 µM | Q9BQF6 | 1.5% of 330,000 active;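 active means inhibition above about 50% at the single test dose, limit read from the data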;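 further: plate controls were DMSO with enzyme for no effect and no enzyme buffer wells for full effect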
Target sequence (Q9BQF6 706-1050 limits assumed): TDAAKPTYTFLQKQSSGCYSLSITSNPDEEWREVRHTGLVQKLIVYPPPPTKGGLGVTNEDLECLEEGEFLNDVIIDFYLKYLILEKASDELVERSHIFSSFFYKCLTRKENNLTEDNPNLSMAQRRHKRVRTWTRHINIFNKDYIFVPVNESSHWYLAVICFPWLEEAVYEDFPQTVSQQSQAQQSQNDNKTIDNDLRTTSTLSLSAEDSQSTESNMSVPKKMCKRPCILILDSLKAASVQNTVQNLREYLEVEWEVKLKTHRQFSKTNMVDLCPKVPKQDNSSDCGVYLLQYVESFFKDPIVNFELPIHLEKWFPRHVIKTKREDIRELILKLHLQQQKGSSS
SENP8 block: blocks human SENP8 cleavage of Nedd8 substrate. Q96LD8. recombinant SENP8, Nedd8 substrate fluorescence. inhibition, % at 20 µM. 0.64% of 360,000 active. AID 602440; in the data active means inhibition mostly above about 40%, no sharp cut-off; inactive means mostly below about 27%
Target sequence (Q96LD8 whole entry, looked up): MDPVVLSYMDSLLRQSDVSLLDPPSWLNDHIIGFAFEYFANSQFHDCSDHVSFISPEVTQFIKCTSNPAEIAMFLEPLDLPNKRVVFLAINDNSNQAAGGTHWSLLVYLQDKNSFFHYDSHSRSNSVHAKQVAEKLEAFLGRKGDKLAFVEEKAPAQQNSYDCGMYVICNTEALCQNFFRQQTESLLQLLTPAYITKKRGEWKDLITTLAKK
HKDC1 inh: inhibitors of human hexokinase HKDC1; recombinant HKDC1, G6PDH/diaphorase resazurin coupled fluorescence; inhibition, % at 20 µM; 0.16% of 340,000 active; AID 493160;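 active means inhibition above about 35% when tested at 20 µM, limit read from the data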;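 further: plate controls were DMSO wells with enzyme for no effect and DMSO wells lacking enzyme for full effect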
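System: Recombinant HKDC1 hexokinase | Amount: HKDC1 at 5 µg/mL | Reagent: Glucose with 1 mM ATP | Doses: Single 20 µM dose | Incubation: Reaction time 90 min, room temperature, protected from light | Signal: Coupled resazurin fluorescence, excitation 525 nm, emission 613 nm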
SENP6 inh: blocks the human protease SENP6. Q9GZR1. Recombinant SENP6 catalytic domain, aminoluciferin luminescence. inhibition, % at 10 µM. 1.8% of 330,000 active;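 active means inhibition above about 50% at the single tested dose, limit read from the data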;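 further: plate controls were DMSO wells with enzyme for no effect and DMSO wells lacking enzyme for full effect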
Target sequence (Q9GZR1 628-1112 limits assumed): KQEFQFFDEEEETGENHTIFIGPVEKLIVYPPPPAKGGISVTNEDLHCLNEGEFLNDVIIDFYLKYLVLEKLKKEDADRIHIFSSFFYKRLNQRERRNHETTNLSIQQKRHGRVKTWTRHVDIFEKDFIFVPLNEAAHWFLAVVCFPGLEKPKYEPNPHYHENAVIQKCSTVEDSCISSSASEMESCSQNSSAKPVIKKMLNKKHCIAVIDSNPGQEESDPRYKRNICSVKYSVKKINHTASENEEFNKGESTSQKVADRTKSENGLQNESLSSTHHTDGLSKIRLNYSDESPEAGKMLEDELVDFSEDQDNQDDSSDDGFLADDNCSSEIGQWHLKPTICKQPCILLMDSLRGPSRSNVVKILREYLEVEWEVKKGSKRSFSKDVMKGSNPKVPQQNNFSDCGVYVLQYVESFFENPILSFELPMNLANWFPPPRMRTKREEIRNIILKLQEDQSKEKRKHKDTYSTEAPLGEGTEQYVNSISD
MPTP block: permeability transition pore inhibition. isolated mouse mitochondria, Ca2+ swelling absorbance, 30 min. inhibition, % at 10 µM. 1.4% of 360,000 active;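 active means inhibition of 50% or more, scaled per plate between neutral and stimulator controls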;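 further: 0% = DMSO wells given calcium and 100% = 1 mM EGTA wells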
ATG4B inhibitor: inhibitors of human ATG4B cysteine protease; Q9Y4P1; ATG4B cleavage of LC3-PLA2, NBD-HPC fluorescence, 1 h; inhibition, % at 8.33 µM; 0.51% of 340,000 active; AID 504462; in the data active means inhibition above about 40%
PfGluPho inh: PfG6PD (Plasmodium falciparum) enzyme inhibition; inhibition, % at 20 µM; 0.78% of 350,000 active; PfGluPho enzyme, NADPH resazurin-diaphorase fluorescence; AID 504690;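 active means inhibition reaching at least a set limit at 20 µM in the primary screen, cut at about 59% in these data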;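 further: 0% = DMSO wells with substrate and 100% = DMSO wells lacking glucose-6-phosphate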
NR3A LBD binder: NR3A (human) ligand-binding domain modulation. NR3A LBD differential scanning fluorimetry, Tm shift; 0% = protein alone, 100% = glycine-bound protein. Tm shift relative to glycine control, % at 25 µM. 2.5% of 340,000 active. AID 1259313;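 active means melting temperature shift of at least 10% of the positive control shift, at one fixed dose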
* hit, by the source's call; . = not tested or not shown.

molecule,SENP7 inh,SENP8 block,HKDC1 inh,SENP6 inh,MPTP block,ATG4B inhibitor,PfGluPho inh,NR3A LBD binder
Nc1nc2c(c3c1c(=O)oc1ccccc13)CCCCC2,7,-412,-7,31,3.7,-9,1,-2
CCOC(=O)N1CCN(C(=O)COC(=O)c2ccc([N+](=O)[O-])cc2Cl)CC1,1,19,-8,-6,1.5,-5,14,-2
COc1ccc(C(=O)N/N=C/c2ccc(OC(=O)c3ccccc3)cc2)cc1,4,4,-15,-16,1.0,-14,-10,1
Cc1csc(NC(=O)CSc2nc3sc(C)c(C)c3c(=O)[nH]2)n1,1,-40,-5,-8,0.0,7,48,0
Cc1ccc([N+](=O)[O-])cc1NC(=O)c1cccnc1,-5,17,-6,22,-0.9,-5,18,-2
CCCn1c(O)c2ccc(C(=O)N=NC(=O)c3cccnc3)cc2c1O,5,31,-5,-14,-0.9,-17,-13,-3
CCOC(=O)CC1=NN(c2ccccc2)C(=O)/C1=C\c1ccc(OC)cc1OC,-1,11,-5,-10,10,-2,-2,-7
O=C1Nc2cccnc2Sc2ccccc21,3,5,-7,-16,1.2,5,15,0
C=CCOc1ccc(/C=C2\SC(=S)N(N3CCOCC3)C2=O)cc1,5,30,-7,15,-0.1,-6,-5,-1
CCCc1cc(=O)[nH]c(SCC(=O)N2C(C)CCCC2C)n1 (configuration not stated),3,4,-4,-30,-0.5,-8,-12,-1
COc1cccc(OC)c1C(=O)N1CCN(S(=O)(=O)c2ccccc2)CC1,-3,10,-8,-28,-4.7,-7,2,-1
CCCOc1ccc(/C=N/NC(=O)C(C)Sc2ccccn2)cc1OCC (configuration not stated),-3,18,6,5,0.4,-12,16,-1
COc1cccc(-n2sc3c(c2=S)-c2cc(OC)ccc2NC3(C)C)c1,6,37,2,-4,1.9,-3,23,-8
O=C(O)CCc1nc(-c2ccccc2Cl)no1,0,8,-7,-18,-0.8,-19,0,0
COc1ccc(-c2csc(NC(=O)CN3C(=O)C4CCCCC4C3=O)n2)c(OC)c1 (configuration not stated),-10,32,0,-21,-0.6,2,-12,-9
CCOc1ccccc1Nc1nc(N)nc(CN(C)C2CCCCC2)n1,1,20,-9,-11,-0.7,-7,15,0
COC(=O)CSc1nc(C)cc(C(F)(F)F)c1C#N,3,2,-5,-22,0.6,-1,6,0
O=S1(=O)C[C@@H](O)[C@@H](Nc2ccccc2)C1,7,23,-4,-1,1.0,1,-3,-1
CS(=O)(=O)Nc1ccc(C(=O)NCCSC2CCCCC2)cc1,4,9,-11,3,-1.2,-8,-2,-5
CC(C)NC(=O)C1CCN(c2ccc(S(=O)(=O)N3CCOCC3)cc2Cl)CC1,2,21,-3,-21,1.1,-3,-13,-1
CCOc1ccc(S(=O)(=O)NCCC(=O)NCC2CCCO2)cc1 (configuration not stated),5,12,-4,-7,0.8,-11,15,3
CN(CC(=O)Nc1cccc(F)c1)C(=O)CC1CC2CCC1C2 (configuration not stated),13,7,-3,5,0.4,4,24,-2
CC(=O)OCC1(C)CN(c2ccccc2)N(C(=O)c2ccc(C(C)(C)C)cc2)C1=O (configuration not stated),.,11,12,.,-0.9,-7,23,0
COc1ccccc1-c1nnn(C/C(N)=N/O)n1,6,4,0,5,0.0,4,-14,-14
Cc1cc(=O)oc2cc(Oc3ncccc3[N+](=O)[O-])ccc12,-6,-50,-5,0,0.3,11,24,-1

Of the compounds above, these have four or more nitrogen atoms.
molecule,SENP7 inh,SENP8 block,HKDC1 inh,SENP6 inh,MPTP block,ATG4B inhibitor,PfGluPho inh,NR3A LBD binder
Cc1csc(NC(=O)CSc2nc3sc(C)c(C)c3c(=O)[nH]2)n1,1,-40,-5,-8,0.0,7,48,0
CCCn1c(O)c2ccc(C(=O)N=NC(=O)c3cccnc3)cc2c1O,5,31,-5,-14,-0.9,-17,-13,-3
CCOc1ccccc1Nc1nc(N)nc(CN(C)C2CCCCC2)n1,1,20,-9,-11,-0.7,-7,15,0
COc1ccccc1-c1nnn(C/C(N)=N/O)n1,6,4,0,5,0.0,4,-14,-14

Further results:
molecule,SENP7 inh,SENP8 block,HKDC1 inh,SENP6 inh,MPTP block,ATG4B inhibitor,PfGluPho inh,NR3A LBD binder
c1ccc2c(C3CCO3)cccc2c1 (configuration not stated),2,20,-3,-6,-0.1,5,13,3
O=C(NC(C(=O)N/N=C/c1ccccc1)c1n[nH]c(=O)c2ccccc12)c1ccccc1 (configuration not stated),5,19,4,13,0.0,-21,15,1
CC(C)[C@H](NC(=O)NCc1ccco1)C(=O)O,1,10,6,-8,-1.8,17,2,1
O=C(C1CCCO1)N1CCN(Cc2c(O)ccc3ccccc23)CC1 (configuration not stated),13,-183,15,-1,-1.2,-5,15,0
CCN1CCCC1CNCc1cc(OC)c(OC)c(OC)c1 (configuration not stated),1,5,12,-16,3.4,19,-9,2
C=CCn1c(CNc2ccccc2)nnc1SCC(=O)N/N=C/c1ccccc1O,-6,10,-25,-1,-5.4,-10,-33,0
O=[N+]([O-])c1cc(S(=O)(=O)C(F)(F)F)ccc1Sc1nc2ccccc2s1,-2,-16,11,-19,-5.6,12,20,-25
Cc1[nH]c2ccccc2c1/C=N/NC(=O)Nc1ccccc1,-7,-15,-3,-23,1.6,-12,10,3
Cc1cc(C(C)(C)C)cc(S(=O)(=O)Nc2ccc(O)c(C(=O)O)c2)c1C,-3,6,-10,7,-0.1,10,-17,-8
O=C(CSc1ncn[nH]1)N(C1CCCCC1)C1CCCCC1,0,10,3,2,3.1,-3,4,0
O=C(CSc1nnc(-c2ccccn2)o1)Nc1ccccc1F,0,2,3,4,2.0,6,2,10
COc1ccc(OC)c(N(CC(=O)N2CCOCC2)S(C)(=O)=O)c1,0,22,-6,7,0.5,1,-20,1
CCOc1ccc(NC(=O)CN(C)C(=O)C2CCN(C(=O)c3ccc(Cl)cc3)CC2)cc1OCC,1,6,-1,11,0.0,-30,-16,0
CCN1CCN(c2ccc(NC(=O)c3cccnc3)cc2Cl)CC1,1,11,-4,5,0.8,-11,2,2
O=C(NC1CCCCC1)C1CC=CCC1C(=O)OCC(Cl)=C(Cl)Cl (configuration not stated),4,12,0,-13,-3.8,14,-4,0
CCOC(=O)C1=C(CN2CCN(C(=O)c3ccco3)CC2)NC(=O)NC1c1ccc(Cl)cc1 (configuration not stated),4,12,-3,3,-1.8,5,-11,-4
CCn1c2ccccc2c2cc(NC(=O)COC(=O)c3cc(OC)c(OC)cc3OC)ccc21,3,-33,-5,18,-0.5,-6,3,-1
C[C@@H]1CN([C@@H](C)CO)C(=O)c2cc(NS(C)(=O)=O)ccc2O[C@@H]1CN(C)S(=O)(=O)c1ccccc1,-2,1,5,-9,-0.5,-1,14,1
CC(=O)c1cccc(NS(=O)(=O)c2ccc(-c3cc(C)no3)s2)c1,9,12,-1,-8,16,-4,-27,-3
CCc1ccc(NC(=O)/C(C#N)=C/c2cc3ccc(C)cc3nc2N2CCOCC2)cc1,-4,-118,-8,13,8.5,-5,0,0
CCOc1[nH]n(-c2ccc(Cl)cc2)c(=O)c1C=Nc1ccc(O)cc1,10,22,4,17,8.4,-8,-1,5
CCOC(=O)C(=O)c1c(-c2ccc(C)cc2)nc2ccccn12,2,20,-5,-10,-1.0,8,10,8
Cc1cc(Sc2nc(N(C)C)nc(N(C)C)n2)nc(Cl)n1,6,6,-4,3,0.8,-3,23,0
S=C1SCN(CCN2CCOCC2)CN1Cc1ccccc1,4,16,-5,23,3.7,-10,12,-3
Cc1ccc(N2C(=O)c3ccccc3C2Nc2ccccc2)nc1 (configuration not stated),-12,8,-5,-10,-1.2,0,15,1

molecule,SENP7 inh,SENP8 block,HKDC1 inh,SENP6 inh,MPTP block,ATG4B inhibitor,PfGluPho inh,NR3A LBD binder
S=C(NCCN1CCOCC1)N1CCN(c2cccc(Cl)c2)CC1,-7,7,-3,0,-1.3,-4,3,1
Cc1cc2c(cc1C)C(=O)NC(C)(C)C2,59*,6,-5,-1,-1.4,-7,-11,0
CC(=O)c1c[nH]c(C(=O)NCC2CCCO2)c1 (configuration not stated),4,6,-11,-4,0.6,-4,-6,-2
Cc1ccccc1CNC(=O)C1CCCN(c2nnc(C)c3c(C)n(-c4ccccc4)nc23)C1 (configuration not stated),-12,-364,13,12,0.6,25,54,-4
CCOC(=O)C1CCCN(Cc2ccccc2F)C1 (configuration not stated),-12,8,-4,-16,-2.0,3,-5,0
CC(=O)c1ccccc1NS(=O)(=O)c1c(C)nn(-c2ccccc2)c1C,-2,8,-9,-6,0.3,-13,1,1
O=C(CSc1n[nH]c(-c2ccccc2O)n1)NC1CCCCC1,-4,-10,-12,-18,0.9,-1,-50,-1
N#Cc1c2c(c(Nc3ccccc3)n3c1nc1ccccc13)CCC2,-9,-423,-5,-3,-0.7,-4,22,-5
Cc1ccc(C(=O)N2CCN(S(=O)(=O)c3ccc(C)cc3)CC2)cc1,3,-3,-7,-9,2.3,-5,14,0
COC(=O)CSc1nnc2n1C(C)(C)Cc1ccccc1-2,2,13,0,-4,0.4,-3,-16,0
COCCCN1C(=O)C(O)=C(C(=O)c2ccc(C)o2)C1c1cccc(Br)c1 (configuration not stated),2,-24,-3,22,0.2,-8,7,-1
CSc1cccc(NC(=S)N(CCC(C)C)C2CCN(C(C)C)CC2)c1,5,15,-2,-1,-1.3,-6,9,-5
Cc1nnc2sc(SCC(=O)Nc3nccs3)nn2c1=O,8,5,-8,-14,1.6,-5,-3,-2
S=C(NCCSCc1ccc(Cl)c(Cl)c1)Nc1ccccc1,-13,18,2,-19,39,41*,22,22*
N#Cc1ccccc1S(=O)(=O)N1CCN(S(=O)(=O)c2ccc(Br)c(C(=O)O)c2)CC1,-10,16,-1,5,-0.4,-4,-13,2
O=C(NCC1CCN(Cc2ccccc2F)CC1)Nc1cccc(Br)c1,-8,16,0,-10,-0.3,-5,6,1
Cn1nnc2c(C(N)=O)ncn2c1=O,4,-13,.,2,-0.1,.,.,.
O=C(c1ccco1)N1CCN(Cc2nnnn2CCc2ccccc2)CC1,1,23,2,-20,-0.2,-6,-1,13*
O=C(NCc1cccs1)N[C@@H](Cc1ccccc1)C(=O)O,-7,8,-7,5,0.7,-3,-6,-2
O=C(CCc1nnc2ccc(NCc3ccccc3Cl)nn12)NC1CCCC1,-3,-18,-1,3,-0.7,2,11,-3
COc1ccc(NC(=O)C2CCCN2S(=O)(=O)c2cccc3nsnc23)c(OC)c1 (configuration not stated),-2,5,3,12,1.1,14,-2,2
Nc1nnc(SCC(=O)Nc2ccc3nc(SCC(=O)Nc4ccccc4)sc3c2)s1,-3,-11,12,-16,96*,-12,5,29*
C/C=C\C(=O)Nc1cccc(C2=NOC3(C2)C[C@@H](C(N)=O)N(C(=O)COc2ccc(Cl)cc2)C3)c1 (some centres not stated),5,-1,2,-4,-1.0,-23,5,0
N#C/C(=C/c1ccc(F)cc1)C(N)=S,4,10,-1,-6,-2.0,6,1,-9
CN(CC(=O)Nc1ccc(F)cc1)C(=O)c1ccccc1Sc1ccccc1C#N,4,17,-2,2,-0.8,1,2,2

A few values from above:
Cc1ccc(C(=O)N2CCN(S(=O)(=O)c3ccc(C)cc3)CC2)cc1 – SENP8 block = -3
O=C(NCc1cccs1)N[C@@H](Cc1ccccc1)C(=O)O – SENP6 inh = 5

(cont.)
molecule,SENP7 inh,SENP8 block,HKDC1 inh,SENP6 inh,MPTP block,ATG4B inhibitor,PfGluPho inh,NR3A LBD binder
CC(C)c1nc(Cl)c(C#N)c2c1CCCC2,8,10,-13,-2,-2.2,3,-1,-5
O=C(NNC(=O)c1sc2ccccc2c1Cl)Nc1ccc(Cl)cc1,-2,11,-6,7,1.1,5,-18,6
Cc1cccc(-c2nc(CSCC(=O)NCCCN3CCOCC3)c(C)o2)c1,-7,5,2,-11,-1.5,-7,3,0
O=C(Cn1cnc([N+](=O)[O-])n1)c1ccccc1,3,24,-3,2,0.6,2,12,-1
CC(C)(C)C(=O)N1CCN(c2ccc(NC(=O)c3ccc4c(c3)OCCO4)cc2)CC1,-15,9,2,-5,-0.1,-7,-4,-29
